High-throughput results as filed in PubChem BioAssay.
MC4R antagonist: blocks human MC4R cAMP signaling; P32245; MC4R-expressing cells, MTII-stimulated cAMP, LANCE TR-FRET; inhibition, % at 6.5 µM; 0.48% of 360,000 active; AID 540295;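 active = inhibition above its plate's cutoff, the mean of tested wells on that plate plus 3 SD, cut at about 29% in these data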;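 note: 0% = Melanotan II alone and 100% = Melanotan II plus saturating MCL0020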
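Material: human MC4R-expressing U2OS cells. Probe or stimulus: Melanotan II challenge. Dosing: 6.5 µM single dose. Times: 30-min compound, 1-h challenge, 1-h detection, room temperature. Technique: TR-FRET with Eu-cAMP and labeled anti-cAMP, 671 nm. Replication: singlicate.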
Vif imaging: HIV Vif inhibition; HEK293T cells, Vif self-association by quenched fluorescence, imaging, 24 h; inhibition, % at 7.49 µM; 0.35% of 340,000 active; in the data active = inhibition above about 50%, passing the limit was not always enough; inconclusive = no clear call, values can overlap the other calls; inactive = below about 31%; note: some results filed as inactive read as strong as hits
NOD2 RIPK2 PPI: blocks binding of human NOD2 to RIPK2; 0.38% of 360,000 active; O43353; inhibition, % at 4.98 µM; CHO BLA complementation NOD2-RIPK2, CCF4 ratio; AID 624267; in the data active = inhibition above about 21%;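 note: 0% = vehicle only and 100% = reference blocker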
aDG glyco up: alpha-DG glycosylation activation; Pro5-aDG cells, alpha-DG glycosylation AlphaScreen (IIH6); 0% Pro5, 100% B10-LARGE cell signal; activation, % at 10 µM; 0.22% of 360,000 active; AID 624168;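 active = activation of at least 8% versus controls, or a plate z-score of at least 8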;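 note: Pro5 are CHO cells carrying HIG-tagged alpha-DG that lacks glycosylation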
ABCB6 inh MLPCN: inhibitors of human ABC transporter ABCB6; fluorescence ratio to DMSO, % at 10 µM; Q9NP58; K562-ABCB6 porphyrin accumulation, flow cytometry, 1 h; hits give low values; 0.19% of 360,000 active;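 active = fluorescence ratio to DMSO below 75%, the collection mean minus 3 SD; inconclusive = too few cells collected in the well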;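 note: signal is porphyrin accumulated inside mitochondria; 100% equals median channel fluorescence of DMSO control wells; lower ratio means ABCB6 inhibition with less porphyrin fluorescence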
Target sequence (Q9NP58 whole entry, looked up): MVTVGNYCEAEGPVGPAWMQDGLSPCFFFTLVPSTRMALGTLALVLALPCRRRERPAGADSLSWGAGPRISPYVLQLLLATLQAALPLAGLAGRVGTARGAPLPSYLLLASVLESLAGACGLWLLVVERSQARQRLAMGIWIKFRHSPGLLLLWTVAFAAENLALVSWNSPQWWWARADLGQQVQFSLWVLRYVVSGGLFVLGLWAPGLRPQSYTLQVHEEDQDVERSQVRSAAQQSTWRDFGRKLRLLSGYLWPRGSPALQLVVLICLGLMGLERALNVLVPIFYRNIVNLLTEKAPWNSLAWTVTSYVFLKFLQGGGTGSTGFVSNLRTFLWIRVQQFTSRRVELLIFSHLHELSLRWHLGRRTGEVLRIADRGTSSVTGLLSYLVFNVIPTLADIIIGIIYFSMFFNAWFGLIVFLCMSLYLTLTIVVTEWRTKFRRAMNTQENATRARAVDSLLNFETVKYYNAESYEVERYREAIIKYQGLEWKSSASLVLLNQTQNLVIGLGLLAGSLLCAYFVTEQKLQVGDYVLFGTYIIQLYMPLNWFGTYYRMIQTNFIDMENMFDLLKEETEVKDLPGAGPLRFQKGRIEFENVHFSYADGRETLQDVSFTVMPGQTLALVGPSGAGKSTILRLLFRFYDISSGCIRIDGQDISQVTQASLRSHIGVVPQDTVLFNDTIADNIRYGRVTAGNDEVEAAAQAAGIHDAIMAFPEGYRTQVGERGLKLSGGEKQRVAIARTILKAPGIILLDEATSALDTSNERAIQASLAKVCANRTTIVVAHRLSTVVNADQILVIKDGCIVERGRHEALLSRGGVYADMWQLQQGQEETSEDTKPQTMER
Glyco luc inh: N-linked glycosylation inhibition. D54 ERlucT glycosylation luciferase reporter, 24 h; percent of 100 nM tunicamycin response. reporter increase, % at 12.5 µM. 0.23% of 360,000 active;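 active = mean luciferase reporter signal, scaled so untreated is 0 and the glycosylation-blocking control 100, at or above a set limit in every replicate; inconclusive = mean reaches the limit but not every replicate does; inactive = mean below the limit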;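 note: luciferase carries N-glycosylation sites so blocking glycosylation raises the light; 0% = median of neutral control wells and 100% = median of 100 nM tunicamycin wells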
TLR9-MyD88 block: inhibitors of human TLR9-MyD88 binding; AID 504734; CHO BLA complementation TLR9-MyD88, CCF4 FRET ratio; 0.21% of 340,000 active; inhibition, % at 4.98 µM;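 active = inhibition above the mean over all tested compounds plus 3 SD, cut at about 21% in these data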;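 note: 0% = DMSO only wells and 100% = clavulanate BLA inhibitor control wells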
MC4R barr agon: agonists of human melanocortin 4 receptor (MC4R) beta-arrestin. U2OS MC4R beta-arrestin complementation, luminescence; percent of melanotan II response, DMSO zero. 0.98% of 360,000 active. AID 540308. activation, % at 8.9 µM;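 active = activation above a per-plate cutoff, the mean activation of sample wells on that plate plus 3 SD, cut at about 8% in these data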
Exocytosis inh: blocks lytic granule exocytosis | 0.66% of 360,000 active | inhibition, % at 10 µM | TALL-104 LAMP-1 surface exposure, flow cytometry; cells stimulated with thapsigargin and PMA | AID 651702;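 active = inhibition above about 55%, limit read from the data; inconclusive = no clear call, values can overlap the other calls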
ABHD5-PLIN5 inh: ABHD5-PLIN5 protein interaction inhibition; Q00G26+Q8WTS1; Split G. princeps luciferase complementation, luminescence, 4 h; 0.78% of 360,000 active; inhibition, % at 4 µM;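 active = inhibition above the mean inhibition across every tested compound plus 3 SD, cut at about 22% in these data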;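 note: 0% = DMSO only wells and the 100% control is not disclosed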
* = called active by the depositor; ? = inconclusive; nt = no result given; & = joins results of further samples. Not all compounds are listed; rates above refer to the full screens.

SMILES	MC4R antagonist	Vif imaging	NOD2 RIPK2 PPI	aDG glyco up	ABCB6 inh MLPCN	Glyco luc inh	TLR9-MyD88 block	MC4R barr agon	Exocytosis inh	ABHD5-PLIN5 inh
Cc1cn([C@H]2C=C[C@@H](CO)O2)c(=O)[nH]c1=O	3&5	?	-5&-2	0.3&0.1	93&99	1&1	9&-4	0.1&-2.8	3&1	1&4
Brc1ccc(CN2CCN(c3ccccn3)CC2)s1	-11	1	-8	0.8	101	-2	3	4.3	-5	16
COc1ccc(CCNC(=O)COC(=O)COc2c(C)cc(C)cc2C)cc1OC	1	nt	5	-0.1	98	1	-12	-1.8	-3	2
O=C(CSc1nnc(-c2cccnc2)n1-c1ccccc1)Nc1ccccn1	-3	-4	3	0.2	91	4	5	-1.0	0	-3
O=C(CN1N=C(c2ccccc2)CCC1=O)NCCN1CCc2ccccc2C1	12	5	6	0.0	103	1	-3	-1.8	-5	-1
O=C(CNS(=O)(=O)c1cccs1)N1CCCCC1	4	-4	-18	0.1	103	0	7	-0.6	-4	-6
CCCCCCn1c(CN2CCCCC2CC)nc2c1c(=O)n(C)c(=O)n2C (configuration not stated)	9	0	-6	0.0	102	-5	2	2.0	-1	-4
COc1cc(C2CC(=O)Oc3c(C(CCN4CCOCC4)c4ccc(N(C)C)cc4)c(OC)cc(OC)c32)cc(OC)c1OC (configuration not stated)	5	5	-1	-0.1	100	2	-2	-1.0	-10	-5
COc1ccc(CCC(=O)NNC(=O)Nc2ccccc2Cl)cc1	4	-10	-2	-0.2	97	0	-8	-2.6	-1	2
OC[C@@H]1CN(Cc2ccc(-c3ccccc3)cc2)C[C@H](n2cnc3c(NC4CC4)ncnc32)O1	8	-11	0	2.2	101	-2	nt	-0.4	7	-9
Cc1oc(CC(C)C)cc1C(=O)Nc1ccc(C(=O)O)cc1	-6	1	8	0.1	97	5	2	-0.9	2	3
NC(=O)OCC(COC(N)=O)c1ccccc1	13&2	-5&-13	5&-9	-0.1&0.1	300&101	2&-3	3&-1	-1.5&0.1	-2&0	-1&4
O=C(CN1C(=O)S/C(=C\c2ccc(Cl)cc2)C1=O)NNC(=O)c1ccccc1O	3	6	0	-0.2	99	4	-5	0.8	-1	6
COc1ccc(CCNC(=O)C2CCCN(c3ncnc4c3nc3n4CCCCC3)C2)c(OC)c1 (configuration not stated)	2	-2	-7	1.0	90	-1	1	1.5	-1	9
CCc1ccc(OCCNC(=O)c2ccc(S(=O)(=O)N(C)C)cc2)cc1	8	0	-11	-0.2	106	-2	1	-2.1	1	-2
CN(C(=O)COC(=O)CNC(=O)c1ccc(Cl)cc1Cl)c1ccccc1	30*	0	-6	-0.4	100	3	1	-0.8	-1	0
Nc1ncnc2oc(-c3ccco3)c(-c3ccco3)c12	2	nt	-14	0.6	103	-2	-2	2.4	-5	19
Cc1nc2c3cc(F)ccc3n(CCN3CCCCC3)c2s1	-2	11	-2	-0.1	100	32*	1	-2.5	23	4
Cc1ccc(-c2cc(C(=O)Nc3ccc(S(=O)(=O)Nc4cc(C)on4)cc3)c3ccccc3n2)c(C)c1	6	2	0	0.2	98	4	-12	-1.1	-2	-3
COc1cccc(-c2cnc3c(NC(C)=O)cc(-c4cccc(C(=O)NCCN(C)C)c4)cn23)c1	-5	3	9	2.1	106	-4	nt	0.7	1	-1
O=C(NCCN1CCN(Cc2ccccc2)CC1)c1cc2c(=O)[nH]c3ccccc3c2s1	-1	-9	-6	0.4	100	-4	7	0.1	35	11
COc1ccc(N(CC(=O)Nc2ccccc2OC)S(=O)(=O)c2ccc(OC)c(OC)c2)cc1	2	22	6	-0.1	93	-2	5	-0.4	13	3
Nc1[nH]c(C(=O)c2ccccc2)c(-c2ccc(F)cc2)c1C(=O)NCc1ccccc1	nt	nt	-13	0.0	104	nt	nt	nt	-2	-2
O=C(/C=C/c1ccc(-c2cccc([N+](=O)[O-])c2)o1)N1CCOCC1	0	1	-3	-0.1	101	1	nt	-1.4	4	5
O=C(NCc1cccnc1)C12CC3CC(CC(C3)C1)C2	7	-3	-3	-0.1	96	-2	-3	-0.1	-3	3
COc1cc(S(=O)(=O)Nc2ncn[nH]2)ccc1Cl	4	-6	4	0.0	98	-1	7	-0.3	-4	-5
Cc1ccc(S(=O)(=O)N2CCOCC2)cc1NC(=O)COC(=O)CCOc1ccc(C(C)(C)C)cc1	16	10	5	-0.1	97	0	-8	3.3	-3	-7
O=C(CN1C(=O)S/C(=C/c2cccs2)C1=O)N1CCCC1	-10	-8	-12	0.1	94	1	9	-0.3	18	1
CC1C2=C(CC(C)(C)CC2=O)NC2=C1C(=O)CC(C)(C)C2	2	14	15	-0.1	96	6	5	-1.4	3	-2
CCCC1CCC(C2=N/C(=C\c3ccc(OC)c(OC)c3)C(=O)O2)CC1 (configuration not stated)	-4	-2	-5	0.1	100	1	-1	-0.6	2	-9
COc1ccc(-n2c(C)cc(C(=O)Cn3nnc4ccccc4c3=O)c2C)cc1	9	-5	-4	0.3	102	-3	6	3.9	-1	-5
COc1ccc(NS(=O)(=O)c2ccc(O)c(NS(=O)(=O)c3ccc(NC(C)=O)cc3)c2)cc1	5	3	-2	0.0	90	3	0	-2.0	3	-3
CCCCCCc1cc2cc(C(=O)Nc3cccc(OC)c3)c(=O)oc2cc1O	-2	2	-3	-0.3	87	-7	-15	-1.7	2	4
COc1cccc(NC(=O)CN(C)C(=O)CCN2C(=O)C3CC=CCC3C2=O)c1 (configuration not stated)	-2	-4	-1	0.0	96	-1	-3	3.6	0	0
CC(=O)NC(CC(=O)OCC(=O)c1ccc(NC(=O)CC(C)C)cc1)c1ccccc1 (configuration not stated)	-4	-1	-15	0.0	102	0	-9	-4.6	1	-9
COc1ccc(CNC2CC(C)N(C)CC2C)cc1OC (configuration not stated)	0	-4	-6	-0.2	104	0	8	-1.4	25	5
CC1CN(C(=O)Cn2cnc3c2c(=O)n(C)c(=O)n3C)CC(C)O1 (configuration not stated)	4	nt	-7	-0.3	97	1	11	-0.5	1	-3
O=C1c2sccc2-c2cccc3cccc1c23	-2	0	7	0.0	96	10	7	1.0	27	1
COc1ccc(-c2cn(Cc3ccc(C(N)=O)cc3)c(-c3ccncc3)n2)cc1	5	7	-10	0.2	89	1	2	-1.4	-4	7
CCOC(=O)N1CCC(NC(=O)C2CCN(c3nc(-c4ccc(OC)cc4)no3)CC2)CC1	2	-13	-11	0.9	96	-3	-2	3.2	1	2

As a working copy, part of the list above:
SMILES	MC4R antagonist	Vif imaging	NOD2 RIPK2 PPI	aDG glyco up	ABCB6 inh MLPCN	Glyco luc inh	TLR9-MyD88 block	MC4R barr agon	Exocytosis inh	ABHD5-PLIN5 inh
O=C(CN1C(=O)S/C(=C/c2cccs2)C1=O)N1CCCC1	-10	-8	-12	0.1	94	1	9	-0.3	18	1
CC1C2=C(CC(C)(C)CC2=O)NC2=C1C(=O)CC(C)(C)C2	2	14	15	-0.1	96	6	5	-1.4	3	-2
CCCC1CCC(C2=N/C(=C\c3ccc(OC)c(OC)c3)C(=O)O2)CC1 (configuration not stated)	-4	-2	-5	0.1	100	1	-1	-0.6	2	-9
COc1ccc(-n2c(C)cc(C(=O)Cn3nnc4ccccc4c3=O)c2C)cc1	9	-5	-4	0.3	102	-3	6	3.9	-1	-5
COc1ccc(NS(=O)(=O)c2ccc(O)c(NS(=O)(=O)c3ccc(NC(C)=O)cc3)c2)cc1	5	3	-2	0.0	90	3	0	-2.0	3	-3
CCCCCCc1cc2cc(C(=O)Nc3cccc(OC)c3)c(=O)oc2cc1O	-2	2	-3	-0.3	87	-7	-15	-1.7	2	4
COc1cccc(NC(=O)CN(C)C(=O)CCN2C(=O)C3CC=CCC3C2=O)c1 (configuration not stated)	-2	-4	-1	0.0	96	-1	-3	3.6	0	0
CC(=O)NC(CC(=O)OCC(=O)c1ccc(NC(=O)CC(C)C)cc1)c1ccccc1 (configuration not stated)	-4	-1	-15	0.0	102	0	-9	-4.6	1	-9
COc1ccc(CNC2CC(C)N(C)CC2C)cc1OC (configuration not stated)	0	-4	-6	-0.2	104	0	8	-1.4	25	5

Next section
SMILES	MC4R antagonist	Vif imaging	NOD2 RIPK2 PPI	aDG glyco up	ABCB6 inh MLPCN	Glyco luc inh	TLR9-MyD88 block	MC4R barr agon	Exocytosis inh	ABHD5-PLIN5 inh
Cc1ccc(NC(=O)CSc2nnnn2C2CCCC2)cc1S(=O)(=O)N1CCOCC1	2	-5	8	0.3	98	-1	-8	-1.1	-1	-4
CC1CN(C(C)C(=O)NC(c2ccccc2)c2ccccc2)CC(C)O1 (configuration not stated)	20	-7	-20	0.0	99	4	-1	-0.4	8	10
CN(CC(=O)Nc1ccccc1C(=O)N1CCCC1)S(=O)(=O)c1ccc(Br)cc1	-6	-4	4	0.1	109	0	-6	0.1	-2	-7
Cc1c(C=O)c2ccccc2n1CCOc1ccccc1F	13	-2	1	2.1	91	-4	-1	1.5	33	7
O=C(CCCC(=O)N(c1ccc2c(c1)OCCO2)C(C(=O)NC1CCCCC1)c1ccc(Cl)cc1)Nc1ccccn1 (configuration not stated)	6	20	2	0.1	93	4	-3	-0.5	-2	-1
COc1ccc(/C=C2/Sc3ccc(C(=O)NCCN4CCCCCC4)cc3NC2=O)cc1	-2	3	24*	0.2	98	-14	2	7.3	10	13
Cc1ccc(CNC(=O)CCn2ccc3cc(S(=O)(=O)N4CCCC4)ccc32)cc1	2	0	-6	-0.3	99	-1	-7	-1.4	-7	6
Cc1cc(C)c(-c2cc(NC(=O)CSc3nncn3C)n(-c3ccccc3)n2)cc1C	10	23	1	1.4	99	-4	-6	-0.8	7	2
O=[N+]([O-])c1nn(-c2ccccc2)[n+]([O-])c1N1CCN(c2ccccc2F)CC1	-5	nt	-11	-0.4	99	1	-8	9.3*	-3	15
CCOC(=O)CN1C(=O)S/C(=C/c2ccco2)C1=O	1	6	9	-0.1	100	-4	-8	-3.5	-8	3
Cn1ncc(C#N)c1/N=C/N1CCCC1	11	4	-3	0.4	94	0	4	-1.2	1	-1
COC(=O)c1[nH]c2ccccc2c1NC(=O)C(C)N1CCN(C(=O)c2ccco2)CC1 (configuration not stated)	-4	3	-10	0.0	104	1	2	-0.9	-5	1
CC1CC(C(=O)Nc2ccccc2)C(=O)O1 (configuration not stated)	3	19	-1	0.1	96	0	0	-0.7	-16	5
CC(CC(=O)Nc1ccc2c(c1)OCO2)c1ccccc1 (configuration not stated)	-1	5	9	-0.2	105	-2	-12	0.0	-5	-3
Cc1cc(C(=O)NC2Cc3ccccc3C2)c(C)o1	1	2	-1	-0.1	103	1	-7	-0.2	8	1
